sPLA2-III inh = Blocks human group III sPLA2 activity; inhibition, % at 12.2 µM; actives 0.56% (n = 370,000); Q9NZ20; QFRET BODIPY PC-A2 liposome hydrolysis, fluorescence;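 active = inhibition above mean plus 3 SD of compounds lying within the high and low control bounds, cut at about 19% in these data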;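 also: 0% = median of test compound wells and 100% = no enzyme DMSO wells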
Target sequence (Q9NZ20 whole entry, looked up): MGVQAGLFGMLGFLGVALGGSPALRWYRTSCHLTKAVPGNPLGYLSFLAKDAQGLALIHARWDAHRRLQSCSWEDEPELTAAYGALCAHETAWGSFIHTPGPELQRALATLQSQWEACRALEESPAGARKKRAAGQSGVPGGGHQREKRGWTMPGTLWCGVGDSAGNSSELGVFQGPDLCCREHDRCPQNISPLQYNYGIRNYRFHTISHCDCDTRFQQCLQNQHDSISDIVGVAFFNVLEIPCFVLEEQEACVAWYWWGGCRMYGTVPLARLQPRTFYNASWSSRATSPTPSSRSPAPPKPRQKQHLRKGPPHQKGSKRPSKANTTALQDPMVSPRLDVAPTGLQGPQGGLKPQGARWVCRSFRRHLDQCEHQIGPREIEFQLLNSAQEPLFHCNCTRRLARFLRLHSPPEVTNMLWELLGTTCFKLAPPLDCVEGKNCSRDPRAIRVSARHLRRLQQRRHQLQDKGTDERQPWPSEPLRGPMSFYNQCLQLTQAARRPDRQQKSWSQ
ssDAF12 agonist = activates DAF-12 receptor from parasite S. stercoralis; HEK293 ssDAF-12/GRIP1 lit1-tk-luc reporter, luminescence; % of 3 µM dafachronic acid response; activation, % at 6.8 µM; actives 1% (n = 370,000);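 active = activation above the mean over all tested compounds plus 3 SD, cut at about 0.9% in these data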;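 also: 0% = DMSO-only wells and 100% = 3 µM delta7-dafachronic acid wells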
PG9 binder = PG9 antibody binding by small molecule. TR-FRET gp120-PG9 antibody binding. actives 0.43% (n = 360,000). inhibition, % at 6.7 µM. AID 624416; in the data active = inhibition above about 8.5%
DAX1 inh-1 = DAX1 (NR0B1) inhibition, primary screen. inhibition, % at 6.8 µM. HEK293T StAR-luciferase reporter, SF-1/DAX-1 repression relief. AID 652010. actives 1.1% (n = 370,000);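 active = inhibition above the mean over all tested compounds plus 3 SD, cut at about 3.6% in these data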;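 also: 0% = DAX-1 cells with DMSO and 100% = cells lacking DAX-1 with DMSO; higher inhibition means more luminescence from relief of DAX-1 repression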
PLC-beta3 inh = PLC-beta3 (human) inhibition, primary screen. Purified PLC-beta3, fluorogenic substrate, fluorescence. actives 0.18% (n = 370,000). Q01970. AID 720704. inhibition, % at 12.2 µM; in the data active = inhibition above about 11%;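 also: 0% = median of compound wells on plate and 100% = full blocker control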
hgDAF12 agonist = hgDAF-12 agonism, primary luciferase screen; activation, % at 6.8 µM; HEK293 GAL4-hgDAF12 UAS-luciferase reporter, agonist luminescence; normalized to butyrate control; actives 1.8% (n = 370,000);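 active = activation above a cutoff set at the mean of all screened compounds plus 3 SD, cut at about 10% in these data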;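 also: 0% = DMSO wells and 100% = sodium butyrate wells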
DAX1 inh-2 = inhibits human nuclear receptor DAX1; AID 504766; actives 0.99% (n = 340,000); inhibition, % at 6.75 µM; HEK293 Gal4-DAX1 luciferase reporter, luminescence;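 active = inhibition above the mean over all tested compounds plus 3 SD, cut at about 4.2% in these data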;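 also: 0% = DAX1-transfected cells with DMSO and 100% = empty-vector control cells with DMSO; inhibition shows as a rise in luminescence from relieved DAX1 repression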
hcDAF12 agonist = activators of H. contortus DAF-12 nuclear receptor | HEK293 hcDAF-12 lit1-tk-luc reporter, luminescence; 0% DMSO, 100% Δ7-dafachronic acid | activation, % at 6.8 µM | actives 1.4% (n = 370,000);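 active = activation above the mean of all tested compounds plus 3 SD, cut at about 5.5% in these data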;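 also: 100% = response to 3 µM Δ7-dafachronic acid high control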
SMARCA2 activ = SMARCA2 function activation, primary screen; actives 1% (n = 370,000); activation, % at 9.1 µM; MG213 cells, MMTV-luciferase reporter, dexamethasone, overnight; in the data active = activation above about 7.8%;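 also: 0% = vehicle wells and 100% = reference activator wells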
Rev-erbA mod = modulators of human Rev-erb alpha DNA binding | P20393 | Rev-erbα–FITC-DNA binding, fluorescence polarization, 90 min | activity, % at 10 µM | actives 0.79% (n = 370,000);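 active = activity above about 14%, limit read from the data; passing the limit was not always enough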;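 also: 0% = DMSO wells with 35 nM protein and 100% = DMSO wells with 750 nM protein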
Target sequence (P20393 whole entry, looked up): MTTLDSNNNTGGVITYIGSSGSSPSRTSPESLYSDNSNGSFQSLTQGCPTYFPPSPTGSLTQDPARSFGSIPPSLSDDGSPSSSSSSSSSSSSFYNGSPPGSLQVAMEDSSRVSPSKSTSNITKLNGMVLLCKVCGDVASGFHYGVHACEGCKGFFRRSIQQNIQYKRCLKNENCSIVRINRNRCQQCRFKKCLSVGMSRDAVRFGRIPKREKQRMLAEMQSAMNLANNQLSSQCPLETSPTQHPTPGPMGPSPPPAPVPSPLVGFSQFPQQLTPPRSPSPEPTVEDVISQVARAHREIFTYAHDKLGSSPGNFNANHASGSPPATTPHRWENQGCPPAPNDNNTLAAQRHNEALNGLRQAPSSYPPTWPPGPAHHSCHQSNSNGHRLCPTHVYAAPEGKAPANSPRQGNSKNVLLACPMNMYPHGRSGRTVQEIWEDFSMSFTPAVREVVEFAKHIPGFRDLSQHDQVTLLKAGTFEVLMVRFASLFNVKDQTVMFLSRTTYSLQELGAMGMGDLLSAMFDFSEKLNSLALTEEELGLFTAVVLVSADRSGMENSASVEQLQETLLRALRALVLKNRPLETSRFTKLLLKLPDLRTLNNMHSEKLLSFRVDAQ
FXN GAA850 act = frataxin GAA850 promoter activation; HEK293 lucGAA850 FXN promoter luciferase reporter, 24 h; percent of 10 µM SAHA response; activation, % at 6 µM; actives 0.56% (n = 360,000);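 active = activation above the average of all compounds screened plus 3 SD, cutoff fixed separately per campaign, cut at about 7.5% in these data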;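 also: 0% = DMSO wells and 100% = 10 µM SAHA wells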
Starred values were filed as active, the others as inactive; i = inactive; · = no result given; & = joins results of further samples.

SMILES	sPLA2-III inh	ssDAF12 agonist	PG9 binder	DAX1 inh-1	PLC-beta3 inh	hgDAF12 agonist	DAX1 inh-2	hcDAF12 agonist	SMARCA2 activ	Rev-erbA mod	FXN GAA850 act
COC(=O)CCS(=O)(=O)c1ccc(Cl)cc1	4	-0.8	-0.8	-0.4	6	-0.9	-0.2	-0.3	1	-1	-0.8
O=C(COC(=O)/C=C/c1ccc(Cl)cc1)NC(=O)NCc1ccccc1	-2	-1.0	-2.3	2.1	-5	1.2	-0.7	0.5	-3	1	1.6
CC(Cl)C(=O)N1CCC(C(=O)NC2CCCc3ccccc32)CC1 (centres undefined)	-2	-1.4	·	-0.4	3	-3.2	·	1.3	3	-1	·
CN(C)/C=N/c1nc2nccc(-c3ccc(Cl)cc3)n2n1	4	-1.1	3.0	-0.4	-201	-1.3	-0.4	-0.7	-1	3	2.5
Cc1onc(-c2ccccc2)c1C(=O)N1CCN(C)CC1	1	-1.3	-1.8	0.8	5	1.1	-1.4	-0.6	3	-3	-1.6
COc1cccc(CNC(=O)CN2CCC(c3nc4ccc(C)cc4[nH]3)CC2)c1	-3	-1.7	2.0	0.6	1	-0.4	0.2	-2.6	1	-4	6.9
COc1cc(SC)ccc1C(=O)Nc1ccccc1	1	0.3	-0.1	2.3	-2	9.2	2.4	7.7*	3	6	4.5
O=C(Cn1[nH]c(=O)c2ccccc2c1=O)OCC(=O)N1CCc2ccccc2C1	0	-1.0	0.1	0.6	2	2.1	-0.1	-0.8	-1	-7	-0.5
CCCCCCC[N+](CC)(CC)CCCCc1ccc(Cl)cc1	-11	-2.1	0.2	-4.9	-5	-4.4	-1.1	-1.5	-8	-4	-1.1
Cc1ccc(CNC(=O)Cn2cnc(S(=O)(=O)N3CCC(C)CC3)c2)o1	-1	-1.2	-3.7	2.1	-5	1.5	0.4	0.7	5	1	0.4
COc1ccccc1CCC(=O)N(C)C1CCCN(Cc2ccccc2F)C1 (centres undefined)	-5	-1.7	-1.7	0.2	-3	0.6	0.3	0.3	2	-2	1.7
CCCCCN(C(=O)CCC(=O)OCC(=O)Nc1cccc(SC)c1)c1c(N)n(CCCC)c(=O)[nH]c1=O	-24	-1.2	-4.0	1.0	0	4.1	-0.6	-0.8	-3	-2	-0.9
COc1ccc(CC/C(=N\O)C2(O)CCCCC2)cc1	4	-1.1	-0.9	-0.9	-3	3.9	1.3	-0.7	-6	-3	0.2
CC(C)CN1CCN(Cc2nc(C(C)C)cs2)CC1CCO (centres undefined)	3	-1.0	-0.9	-0.4	-9	2.1	1.5	1.9	-2	-1	-1.2
CCc1nnc(N2C(=O)c3ccccc3C2(O)c2ccccc2)s1 (centres undefined)	0	-1.6	0.8	-0.8	-3	0.1	-0.7	0.3	1	-1	-0.5
CN(C)CCCNc1c2ccccc2nc2ccccc12	18	-0.7	-0.7	-0.4	i	-2.0	0.0	-0.4	-2	3	-0.3
COc1ccc(Cl)cc1C(=O)CSc1nnnn1C	-26	-1.3	0.1	-0.7	-9	1.9	-0.8	-3.0	-3	1	3.6
COc1ccc(OC)c(C(=O)c2ccc(C(=O)N3CCN(Cc4csc(C)n4)CC3)cc2)c1	0	-1.6	-0.9	-0.7	-2	-1.6	·	-2.5	-2	-2	0.8
COc1ccc(-c2cc3cc(OC)c(OC)cc3cn2)cc1OC	-3	-1.0	-3.2	0.3	-36	3.1	1.7	-1.3	5	-4	3.5
CCCCN(C)CCN1C(=O)C2C(C(=O)Nc3ccc(Cl)cc3)C3C=CC2(O3)C1C(=O)NC1CCCCC1 (centres undefined)	-4	-1.1	-1.0	0.0	-7	2.7	0.3	-1.4	1	8	1.0
COc1ccc(CCNC(=O)CSCc2ccc(F)cc2)cc1OC	-5	-1.2	0.3	0.3	1	0.0	0.4	-1.6	0	-3	1.9
O=C(Nc1ccc(N2CCN(C(=O)c3ccccc3)CC2)cc1)c1ccc([N+](=O)[O-])o1	2	-1.9	-0.6	-3.5	2	-7.3	-2.1	-3.2	-5	-19	6.1
COc1ccc(CC(=O)O)cc1O	6	-1.3	1.1	-0.4	1	2.1	1.7	-2.4	-1	6	-0.3
CC(C)CCNC(=O)C1CCN(c2cncnc2)CC1	0	-1.3	·	0.0	-9	3.9	·	0.7	2	-3	·
COC(=O)Cc1c(C)nc2nc(NCc3ccccc3OC)[nH]n2c1=O	5	0.0	-0.9	-0.5	-1	0.2	0.4	-0.1	-1	-5	-2.6
COc1ccc(Nc2ccc(N3C(=O)CC(C)C3=O)cc2[N+](=O)[O-])cn1 (centres undefined)	2	-1.0	-1.2	-0.5	-6	-1.8	-0.3	-2.2	-1	0	0.7
Cc1ccc(/C=N/n2c(-c3ccncc3)n[nH]c2=S)cc1	19	-1.4	-0.1	-0.3	-2	3.2	-0.7	-2.2	1	-7	-0.1
CCc1ccc(-n2c(=O)c3ccccc3n(CC(=O)NCc3ccco3)c2=O)cc1	-1	-2.0	1.1	-0.9	-10	-0.4	-2.1	-1.8	8.6*	-8	3.4
COc1ccc2nc(C)cc(SCC(=O)O)c2c1	2&-1	-0.3&-1.3	-1.1&-0.5	-0.1&-0.2	1&-3	-1.6&-0.3	-0.4&0.4	-2.0&-1.5	0&-1	-5&4	-0.1&1.1
Cc1ccccc1N1C(=S)NC2c3ccccc3OC1(C)C2C(=O)N(C)C (centres undefined)	9	-2.0	0.5	-0.4	-2	-1.4	-0.5	3.4	-3	-3	0.7
C=CCN(c1ccc(C(=O)Nc2ccc(NC(C)=O)cc2)cc1)S(C)(=O)=O	-1	-1.0	-0.9	0.0	0	3.7	0.8	-1.8	1	-5	2.5
O=C(c1cccs1)N(c1cccc(Cl)c1)C1C=CS(=O)(=O)C1 (centres undefined)	4	-2.0	-0.4	0.3	2	-0.7	0.2	-2.2	1	-3	-2.5
CCS(=O)(=O)c1ccc(O)c(NC(=O)c2ccc(S(=O)(=O)N3CCCCCC3)cc2)c1	-22	-1.1	0.5	-0.5	-3	-1.6	-0.4	-0.9	-4	3	-0.3
CC(Sc1ccccc1)C(=O)N1CCN(S(=O)(=O)c2ccccc2)CC1 (centres undefined)	-4	-1.1	-0.5	1.4	-3	-1.3	0.6	0.5	0	-2	-2.3
COc1ccc(-c2[nH]ncc2C=O)cc1OC	3	-1.0	-2.4	-0.7	0	-1.9	-0.5	1.1	-2	-1	1.7
O=C(CCSc1ccccc1)N1CCN(C(=O)c2ccco2)CC1	0	0.1	-1.8	1.4	2	2.5	0.7	2.7	2	-4	-0.1
Cc1cnn(C(=S)NCCc2ccccc2)c1	2	-1.0	0.2	0.8	-1	6.1	0.8	-0.6	0	1	2.1
CC1(C)CC(=O)C2=C(C1)N(c1ccccc1)C(=O)CC2c1ccc(O)cc1 (centres undefined)	-10	-1.5	-1.6	-0.1	6	1.7	2.4	1.2	-3	-5	-1.0
CSc1ccc(S(=O)(=O)N2CCC(C(=O)NCc3ccco3)CC2)cc1	-4	-1.2	0.1	-0.2	1	0.1	-0.5	-0.4	0	2	0.6
O=C1CC2(CCCC2)C(=O)N1CN1CCN(S(=O)(=O)c2ccc(F)cc2F)CC1	5	-1.2	-0.8	-0.1	3	0.7	-1.0	-0.7	-3	0	-0.8
O=S(=O)(c1cccc(C(F)(F)F)c1)N1CCCC1c1cccnc1 (centres undefined)	-4	-0.7	-1.2	0.1	0	0.3	-0.6	-0.2	0	0	0.8
COc1ccccc1NS(=O)(=O)c1cc(NC(=O)C2=NNC(=O)CC2)ccc1C	-3	-1.5	-0.1	-0.9	-6	-2.1	0.1	-1.4	-4	3	2.2
O=C(CSc1nc2ccccc2[nH]1)Nc1nc(-c2ccccc2)c(-c2ccccc2)o1	1	0.1	0.4	-0.2	-93	2.2	-1.0	1.0	4	5	2.3
CCOC(=O)c1[nH]c(C)c(C(=O)OCC(=O)N2c3ccccc3CC2C)c1C (centres undefined)	-8	-1.6	-2.9	-0.5	3	-2.3	-2.0	-1.1	-1	2	-0.7
COC(=O)CCCCC1SCC2NC(=O)NC21 (centres undefined)	0	-1.3	-0.9	0.4	-1	1.9	0.8	-0.2	-2	-3	2.2
c1ccc(-c2noc(-c3cccc4ccccc34)n2)cc1	-2	2.9*	0.9	3.7*	0	12*	3.0	17*	6	3	3.2
COc1ccc(N2C(=O)CC(N3CCC(O)(c4ccc(Cl)cc4)CC3)C2=O)cc1 (centres undefined)	-2	-1.6	-1.5	-0.1	5	-0.7	-1.1	-1.1	-1	-5	0.1
Cn1nnnc1SCC(=O)Nc1sccc1C(N)=O	10	-0.9	1.1	-0.7	1	4.0	-0.2	1.1	-3	-8	0.3
Cc1c(C(=O)O)sc(=S)n1-c1ccccc1	1	-1.2	-1.2	-0.4	5	-0.1	0.3	-1.5	-1	1	1.7
CC(C)(C)c1cnnn1-c1ccc(NC(=O)c2ccc3c(c2)OCO3)cc1	-12	-2.0	-2.6	-1.2	2	1.1	-0.1	-0.5	1	10	1.8
Clc1ccccc1NN(Cc1ccccn1)c1ccccc1Cl	-8	-0.9	0.6	-2.2	1	-0.5	1.8	-1.3	-1	2	1.4
Cc1cccc(C)c1NC(=O)C(Cl)C(=O)c1ccccc1 (centres undefined)	2	-0.7	-0.4	-0.7	-1	1.9	0.5	-1.4	2	-8	5.7
COc1ccc(NS(=O)(=O)c2cc3c(cc2C)N(C(C)=O)CCO3)cc1	-2	-1.5	-2.0	0.0	3	-4.0	0.7	0.2	-3	-1	-0.6
CSc1nc(C)cc(C)c1C(N)=O	1	-0.8	1.0	0.4	-5	-0.6	0.6	-1.6	-2	-2	0.4
CCCCNC(=O)CCn1c(=O)c2ccccc2n(CC(=O)NCCc2ccc(OC)c(OC)c2)c1=O	21*	-0.9	-0.5	0.5	-6	-1.0	3.2	-0.3	-5	1	0.5
Cn1c(N)c(C(=O)CSc2nnc(-c3c[nH]c4ccccc34)n2C2CC2)c(=O)[nH]c1=O	-29	-0.9	-0.2	-0.7	-2	2.9	0.5	1.7	2	-2	-0.6
Cc1ccc(C)c(N2CCN(C(=O)CCCn3c(=O)c4cccn4c4cccnc43)CC2)c1	-16	-2.1	-1.2	-0.6	-12	-5.0	0.1	-3.8	0	10	2.7
Cc1cccnc1C(NC(=O)C1CCN(CCCOc2ccc(F)cc2)CC1)c1ccccc1 (centres undefined)	-13	-1.0	-1.3	-0.6	8	0.8	·	-1.2	0	6	-1.2

Profiles as entered above.
Clc1ccccc1NN(Cc1ccccn1)c1ccccc1Cl as listed: sPLA2-III inh: -8; ssDAF12 agonist: -0.9; PG9 binder: 0.6; DAX1 inh-1: -2.2; PLC-beta3 inh: 1; hgDAF12 agonist: -0.5; DAX1 inh-2: 1.8; hcDAF12 agonist: -1.3; SMARCA2 activ: -1; Rev-erbA mod: 2; FXN GAA850 act: 1.4
Cc1cccc(C)c1NC(=O)C(Cl)C(=O)c1ccccc1 (centres undefined) as listed: sPLA2-III inh: 2; ssDAF12 agonist: -0.7; PG9 binder: -0.4; DAX1 inh-1: -0.7; PLC-beta3 inh: -1; hgDAF12 agonist: 1.9; DAX1 inh-2: 0.5; hcDAF12 agonist: -1.4; SMARCA2 activ: 2; Rev-erbA mod: -8; FXN GAA850 act: 5.7

Source: PubChem BioAssay
